# Source: PubChem (NMMLSC)
# QS inhibitor – inhibitors of bacterial quorum sensing in S. aureus | S. aureus RN6390 RNAIII-GFP reporter, AIP-induced, flow cytometry 3 h | inhibition, % at 2 µM | 24,000 compounds, 0.3% hits;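 active = share of bacteria positive for the green fluorescent reporter and its mean brightness both inhibited by 50% or more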;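 also: 0% = AIP-stimulated control and 100% = unstimulated bacteria without AIP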
# QS inhibitor GFP MFI % – recorded beside QS inhibitor, whose call it bears; inhibition, %; measured here: inhibition of GFP MFI
# * marks the source's active call; other numbers are inactive results.
SMILES,QS inhibitor,QS inhibitor GFP MFI %
O=C(c1ccc(NS(=O)(=O)c2cccs2)cc1)N1CCCCC1,-0.7,-51.9
CCN1CCCC1CNC(=O)Cn1cccc1C(=O)c1ccccc1C (stereo not given),15.1,42.0
COc1ccc(CC(=O)NCc2cccs2)cc1,-0.3,13.4
Cc1cnc(C(=O)Nc2ccccc2-n2cccc2)cn1,-0.1,-4.4
Cc1c(C(=O)NCc2cccnc2)oc2ccc(S(=O)(=O)N3CCCCC3)cc12,-0.5,-16.2
Cc1c(C(=O)O)oc2ccc(S(=O)(=O)NCCC3=CCCCC3)cc12,-2.7,-48.1
COC(=O)c1c(NC(=O)CSc2nnc(-c3cccnc3)n2Cc2ccco2)sc(C)c1C,2.2,11.3
CCn1c(=O)c2cc(C(=O)NCc3cccs3)sc2c2ccccc21,0.8,3.0
CCCn1cc(S(=O)(=O)CC(=O)Nc2ccc(OCC)cc2)c2ccccc21,-2.5,-24.3
CCOC(=O)N1CCC(N2C(=O)c3ccccc3C2Nc2ccc3c(C)cc(=O)oc3c2)CC1 (stereo not given),0.5,2.4
CC(=O)NCCc1cc2cc(C)c(C)cc2[nH]c1=O,-1.4,3.7
Cc1cccc2cc(CN(Cc3nnnn3C3CCCC3)C3CCCCC3)c(=O)[nH]c12,9.1,21.9
O=C(Nc1ccc(Cl)cc1C(=O)Nc1ccncc1)c1ccco1,0.5,9.8
CCN1CCCC1CNC(=O)CSc1cc(=O)n(CC)c2ccccc12 (stereo not given),-0.3,11.3
CCCCC(NC(C)=O)c1nc2ccccc2n1CCCC (stereo not given),0.3,-2.0
COC(=O)C1C(=O)c2c([nH]c(C(=O)OC3CCCCC3)c2C)CC1C (stereo not given),-8.6,-24.1
COc1ccc(NC(=O)C2CCCN(S(=O)(=O)c3cccnc3)C2)cc1 (stereo not given),2.1,5.4
O=C(Cn1ccc2ccccc2c1=O)NCCC(=O)Nc1ccc2c(c1)OCCO2,-4.2,2.2
CC(=O)Nc1cccc(NC(=O)CSc2nnnn2C)c1,-0.8,-0.5
COc1ccc2nc(NC(=O)CCc3nc(-c4ccccc4F)no3)sc2c1,-0.6,2.7
O=C(O)C1CCCN1S(=O)(=O)c1ccc(Br)s1 (stereo not given) (tested in a mixture with another compound),1.6,37.6
Cc1cc(C)nc(NC2=NCC(=O)N2c2ccccc2Br)n1,-1.4,-6.2
COc1ccc(N2CCN(CCNC(=O)c3cccn4c(=O)c5ccc(Cl)cc5nc34)CC2)cc1,-0.9,-16.4
COCCNC(=O)c1ccc2c(c1)NC(=O)CS2,-0.9,-11.2
Cn1c(=O)cc(SCC(=O)NCc2ccco2)c2ccccc21,-0.7,12.4
CCC(=O)N1CCc2cc(Br)cc(S(=O)(=O)NCc3ccco3)c21,-0.7,2.9
COc1ccccc1N1CCN(C(=O)CSc2nc3ncnc(N)c3[nH]2)CC1,-0.4,-16.8
CCOC(=O)c1nc2sc3c(c2c(=O)[nH]1)CCCC3,0.3,-1.5
Cn1nc(-c2ccc(Cl)cc2)c2cc(C(=O)N3CCC(N4CCCCC4)CC3)sc21,-0.8,-0.8
COc1ccccc1NC(=O)c1cc2n(n1)C(C(F)(F)F)CC(c1ccc3c(c1)OCO3)N2 (stereo not given),0.6,13.1
COc1ccccc1N1CCN(C(=O)CCNS(=O)(=O)c2ccc3c(c2)CCC(=O)N3)CC1,-1.3,1.7
CCOC(=O)C(NC(C)=O)(NS(=O)(=O)c1ccccc1)C(F)(F)F (stereo not given),-3.8,-9.7
Cc1cccc(CN2CCN(CC(=O)NCCCN3CCCC3=O)C2=O)c1,-0.7,-0.6
O=C(Nc1ccc(N2CCOCC2)c(F)c1)c1ccncc1,-0.5,1.8
COc1ccc(-c2onc(C)c2-c2ccccc2)c(O)c1,-1.8,-13.3
CN1CCN(C(c2cccc(C(F)(F)F)c2)c2nnnn2C(C)(C)C)CC1 (stereo not given),-0.4,-2.1
Cn1c(Cn2c(=O)sc3ccccc32)nnc1SCC(=O)Nc1ccccc1F,0.2,4.9
O=C(Nc1ccccc1)N(CCCN1CCOCC1)Cc1cccs1,-1.2,2.0
COc1ccc(C2C=C(c3ccccc3)Nc3ncnn32)cc1 (stereo not given),1.0,1.7
COc1ccc(N(CC(=O)NCC2CCCO2)S(=O)(=O)c2c(C)noc2C)cc1 (stereo not given),0.2,2.7
CCNC(=O)c1ccc(NS(=O)(=O)c2ccccc2)cc1,-0.7,5.2
O=C(NC1CCCCCCC1)C1CCN(S(=O)(=O)N2CCC3(CC2)OCCO3)CC1,3.3,9.1
O=C(Cn1cccc1C(=O)c1ccccc1)NCc1ccc2c(c1)OCO2,5.8,15.8
CCc1ccc2[nH]c(=O)c(CN(CCN3CCCC3)C(=O)NC3CCCCC3)cc2c1,-1.1,4.7
CCOC(=O)c1[nH]c(C)c(C(=O)NC2CCN(C(=O)OCC)CC2)c1C,-4.7,-49.5
Cc1cc(N)c(NC2=CC(=O)CC(C)(C)C2)cc1C,-0.9,-1.3
O=C(Nc1sc2c(c1C(=O)NCc1ccco1)CCCC2)c1ccc2c(c1)OCO2,-0.8,-2.1
COc1ccc2c(c1)CCc1c(C(=O)NCCN3CCOCC3)noc1-2,-5.7,-13.3

# Arranged by heavy-atom count (falling): 3 of the compounds above.
SMILES,QS inhibitor,QS inhibitor GFP MFI %
O=C(Nc1sc2c(c1C(=O)NCc1ccco1)CCCC2)c1ccc2c(c1)OCO2,-0.8,-2.1
COc1ccc(N(CC(=O)NCC2CCCO2)S(=O)(=O)c2c(C)noc2C)cc1 (stereo not given),0.2,2.7
CCOC(=O)c1[nH]c(C)c(C(=O)NC2CCN(C(=O)OCC)CC2)c1C,-4.7,-49.5

# Later entries.
SMILES,QS inhibitor,QS inhibitor GFP MFI %
Cc1ccccc1-c1nc(CS(=O)(=O)CC(=O)NCCN2CCOCC2)c(C)o1,-9.8,-26.8
CCOC(=O)C1CCN(C(=O)CC(NS(=O)(=O)c2ccc(OC)cc2)C(C)C)CC1 (stereo not given),3.2,25.4
CSc1ccccc1NC(=O)c1cc(-c2cccs2)on1,-5.7,-28.2
CC1CC(C(O)c2ccccn2)C(=O)C(C(O)c2ccccn2)C1 (stereo not given),10.2,16.6
Cc1noc(C)c1S(=O)(=O)N1CCC(C(=O)NCCN2CCC(C)CC2)CC1,-4.1,-4.4
COc1cc(S(=O)(=O)n2nnc3ccccc32)c(OC)cc1Cl,2.7,10.7
Cc1ccc(/C=c2\sc3nc(-c4ccco4)nn3c2=O)o1,-1.0,2.5
CC(c1ccccc1)N1CC(C(=O)NC2CCCC2)CC1=O (stereo not given),7.1,25.6
Cn1c2ccccc2c2c(C(=O)O)cn(C3CCCC3)c(=O)c21,-5.3,-11.5
CSc1nc(C)cc(Oc2ccc(=O)n(C)n2)n1,0.0,4.8
COc1ccc(C)cc1S(=O)(=O)N(CC(=O)O)c1ccccc1,-0.9,-3.7
CC(=O)Nc1ccc(NC(=O)Oc2ccccc2)cc1,-5.9,-11.5
CC1CCCCN1CCNc1nc(=S)[nH]c2ccccc12 (stereo not given),11.2,20.2
Cc1nnc2n(C3CCCCC3)c(=O)c3c4c(sc3n12)CCC4,-1.9,0.0
O=[n+]1c2c(n([O-])c3cc(F)c(N4CCCC4)cc31)CCC2,1.9,11.9
COc1cccc(C2c3c(oc4ccccc4c3=O)C(=O)N2CCCN2CCOCC2)c1 (stereo not given),-2.7,3.8
N#Cc1ccc(N2CCN(C(=O)c3cccc(F)c3)CC2)c(F)c1,-4.1,-5.2
CCn1c(C(=O)NCCCN2CCc3ccccc3C2)cc2sccc21,6.3,22.1
O=C(O)C1CC(=O)N(c2ccc(Br)cc2)C1 (stereo not given),-0.1,9.6
Cc1cc(NC(=O)CSc2ccc3nnc(-c4ccc(Cl)cc4)n3n2)no1,-2.4,-17.6
O=S(=O)(Nc1ccc2c(c1)OCO2)c1ccc(Br)s1,0.5,11.0
CCOc1ccc(C(C)=O)cc1N1C(=O)C2C3C=CC(C3)C2C1=O (stereo not given),4.3,21.3
C#CCN(C)Cc1ccccc1,-4.1,-17.1
CCOC(=O)c1ccc(NC(=O)CCc2nc(-c3ccc(C)cc3)no2)cc1,0.1,20.9
Cn1c(C(=O)N2CCCC(C(=O)NCCN3CCOCC3)C2)cc2sccc21 (stereo not given),-5.8,-31.5
CN(C)CCC(=O)c1ccc(Cl)cc1,-8.6,-12.0
O=C1c2cccnc2C(Nc2ccc(S(=O)(=O)N3CCCCCC3)cc2)N1Cc1ccccc1 (stereo not given),-3.0,-26.9
Cc1nnc(NC2CCCCC2)[nH]c1=O,-1.2,5.1
Cc1nnc(NC(=O)c2ccc(S(=O)(=O)N3CCCCCC3)cc2)o1,-4.3,-15.0
CCOc1nc(OCC)nc(-n2cc(-c3ccccc3)nn2)n1,-3.2,-14.3
O=C(Nc1ccc2c(c1)OCCO2)C1CCCN(S(=O)(=O)c2cccs2)C1 (stereo not given),-0.3,-15.1
COc1ccc(N2C(=O)CCC(C(=O)N3CCCCC3)C2c2ccc(OC)c(OC)c2)cc1 (stereo not given),-1.4,-2.2
Cc1nc2ccc(S(=O)(=O)N(C)CC(=O)N3CCc4ccccc4C3)cc2s1,1.4,12.8
CCOc1c(C)cc2[nH]c(CCC(=O)O)nc2c1C,-0.1,2.9
Cc1onc(-c2ccccc2)c1C(N)=O,0.5,3.4
CC(C)=CC(=O)N1CCCc2ccccc21,0.0,21.5
CC1CN(c2nc3ccccc3nc2C(C#N)C(=O)OC2CCCCC2)CC(C)O1 (stereo not given),61.4*,61.6*
COc1ccc(NC(=O)CN2CCN(S(=O)(=O)c3ccc(Cl)cc3)CC2)cc1Cl,5.9,15.2
COc1ccc(OC)c(C(=O)c2coc3ccc(O)cc23)c1,-1.9,-1.3
CCCNS(=O)(=O)c1ccc(OCC(=O)Nc2ccccc2F)cc1,0.1,-0.7
Nn1c(-c2ccccn2)nnc1-c1ccccn1,5.6,12.8
CCn1cc(C(=O)NC2CCCC2)c(=O)c2cc(S(=O)(=O)N3CCOCC3)ccc21,8.1,33.2
CCn1c(=O)cc(SCC(=O)Nc2cccnc2)c2ccccc21,-2.1,-1.6
Cc1ccc(C)c(S(=O)(=O)N2CCC(c3nc4c(nnn4Cc4ccc(F)cc4)c(=O)[nH]3)CC2)c1,7.2,16.1
CC(C)C(c1nnnn1CC1CCCO1)N1CCN(Cc2ccc3c(c2)OCO3)CC1 (stereo not given),-0.8,5.6
CCCCC(CC)C(=O)Nc1ccc(Cl)cn1 (stereo not given),0.6,18.7
Cc1ccc(NC(=O)Cn2cccc2)cc1Cl,-0.3,3.0
N#Cc1cccc(NC(=O)Nc2cccs2)c1,16.7,30.5
CCCCN(CC)C(=O)C1CCC(=O)N(c2ccc(OC)cc2)C1c1ccc(OC)c(OC)c1 (stereo not given),-0.5,-4.0
CCCN(CCC)S(=O)(=O)c1ccc(C(=O)NCc2ccc3c(c2)OCO3)cc1,-1.3,1.0
CN(CCC#N)C(=O)Cn1nc(Cc2ccncc2)c2ccccc2c1=O,-8.0,-11.5
CCN(C(=O)c1cn(C)c(=O)c2cc(OC)c(OC)cc12)c1cc(C)ccc1C,-2.1,29.0
Cc1cc(N2CCN(c3cccc(C(F)(F)F)c3)CC2)n2ncnc2n1,-1.0,-28.4
COc1ccc(C2N(C(=O)CN3CCOCC3)CCN2S(=O)(=O)c2ccccc2)cc1 (stereo not given),0.6,-5.1
Cc1nc(C)c(C(=O)Nc2cccc(Cl)c2)o1,-4.4,-18.3
CC(C)N(CCNC(=O)C1CCN(S(=O)(=O)N2CCOCC2)CC1)Cc1ccccc1,1.9,38.6
Cc1ccc(S(=O)(=O)NC(C)C(=O)Nc2ccc(C(N)=O)cc2)cc1 (stereo not given),-1.2,20.1
O=c1oc2ccccc2c2c1ncn2-c1ccccc1,-1.0,-8.7
COc1ccc(CN(C(=O)CN2C(=O)COc3ccccc32)C2CCCC2)c(OC)c1,8.1,13.1
COc1ccc(-n2ncc3c(N4CCC(C)CC4)ncnc32)cc1,2.6,4.7

# 5 entries drawn at random from the list so far, as already listed:
SMILES,QS inhibitor,QS inhibitor GFP MFI %
CCN(C(=O)c1cn(C)c(=O)c2cc(OC)c(OC)cc12)c1cc(C)ccc1C,-2.1,29.0
CCCCN(CC)C(=O)C1CCC(=O)N(c2ccc(OC)cc2)C1c1ccc(OC)c(OC)c1 (stereo not given),-0.5,-4.0
CCCN(CCC)S(=O)(=O)c1ccc(C(=O)NCc2ccc3c(c2)OCO3)cc1,-1.3,1.0
O=c1oc2ccccc2c2c1ncn2-c1ccccc1,-1.0,-8.7
COc1ccc(CN(C(=O)CN2C(=O)COc3ccccc32)C2CCCC2)c(OC)c1,8.1,13.1

# Additional results:
SMILES,QS inhibitor,QS inhibitor GFP MFI %
CCn1c(SCC(=O)Nc2nc3ccccc3s2)nc2c(c1=O)SC(C)C2 (stereo not given),13.8,23.9
CCOc1ccc(OCCCCN(C)C)cc1,-0.4,-2.5
Cc1c2c(n3c(nc4ccccc43)c1C#N)N(Cc1cccnc1)CC2,-11.1,-18.1
O=C(NCc1ccc2c(c1)OCO2)C1CCN(S(=O)(=O)c2cccc3nsnc23)CC1,-1.9,-6.1
Cc1cccc(NC(=O)CS(=O)(=O)c2cn(C)c3ccccc23)c1C,-0.4,-22.0
COc1ccc(OC)c(NC(=O)c2cnc3ccccn3c2=O)c1,-2.7,-10.5
Cc1cccc(-n2c(N)cc(=O)nc2SCC(=O)Nc2ccccc2)c1,2.3,13.9
Cc1ccc(S(=O)(=O)N(CCO)c2cc3c(s2)CCCC3)cc1,-0.7,-6.7
CC(C)c1nnc(NC(=O)CCC(=O)NCc2ccc3c(c2)OCO3)s1,-0.2,-8.7
Cc1c(NC(=O)c2ccc(COc3ccc4ccccc4c3)o2)c(=O)n(-c2ccccc2)n1C,-0.1,14.4
COC(=O)C1(C(F)(F)F)N=C(N(C)C)OC(N(C)C)=N1,-2.6,-7.8
NC(=O)C1CCN(C(=O)c2ccc(CS(=O)(=O)c3c(Cl)cccc3Cl)o2)CC1,4.1,25.0
CCOc1cc(C(=O)Nc2ccc(S(=O)(=O)Nc3cc(C)on3)cc2)cc(OCC)c1OCC,-0.3,7.2
O=C(CCCCCn1c(=O)[nH]c2ccsc2c1=O)NCc1cccs1,-0.3,-3.3
O=C(COc1ccccc1)NCC(c1cccs1)N1CCOCC1 (stereo not given),6.1,42.2

# A portion of the library; the hit share may differ from the screen's.
